mcGAS inh = blocks mouse cGAS activity | recombinant cGAS, Kinase-Glo ATP depletion luminescence | AID 1259399 | 160,000 compounds, 0.15% hits | Q8C6L5 | inhibition, % at 12.5 µM;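 also: 0% = negative control wells and 100% = reference inhibitor with no enzyme activity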
hcGAS inh = human cGAS inhibition. recombinant h-cGAS, ATP depletion, Kinase-Glo luminescence. 290,000 compounds, 0.081% hits. AID 1259398. Q8N884. inhibition, % at 12.5 µM;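 also: 0% = vehicle reaction and 100% = reaction without DNA for no activity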
Target sequence (Q8N884 whole entry, looked up): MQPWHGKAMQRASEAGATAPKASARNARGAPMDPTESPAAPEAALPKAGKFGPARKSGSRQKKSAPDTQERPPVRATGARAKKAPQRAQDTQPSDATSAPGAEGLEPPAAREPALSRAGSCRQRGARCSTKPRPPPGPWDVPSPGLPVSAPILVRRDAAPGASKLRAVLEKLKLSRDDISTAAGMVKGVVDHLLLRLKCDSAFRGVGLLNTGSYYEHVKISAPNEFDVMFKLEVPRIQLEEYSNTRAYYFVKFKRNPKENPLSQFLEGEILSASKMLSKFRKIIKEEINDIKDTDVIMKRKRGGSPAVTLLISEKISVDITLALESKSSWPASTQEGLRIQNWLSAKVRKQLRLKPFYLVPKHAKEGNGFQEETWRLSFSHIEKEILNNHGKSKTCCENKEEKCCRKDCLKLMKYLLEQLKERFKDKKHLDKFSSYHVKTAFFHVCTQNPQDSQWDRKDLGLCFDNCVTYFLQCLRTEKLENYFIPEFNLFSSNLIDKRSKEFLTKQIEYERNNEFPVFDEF
NPYLR7 agonist = activates Aedes aegypti NPYLR7 receptor. HEK293T NPYLR7/Galpha15, GCaMP6s calcium fluorescence. activation, % at 10 µM. 270,000 compounds, 0.15% hits. AID 1259423; in the data active = activation above about 40%;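 also: 0% = vehicle and 100% = reference agonist at the receptor; some compounds past the cut are filed as inactive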
An asterisk follows results filed as active; x = not tested or not shown; & = joins results of further samples. Rule as the data show it, unless noted: active = inhibition above about 40%; inactive = the rest.

mol | mcGAS inh | hcGAS inh | NPYLR7 agonist
CCC1CN(CCCn2c(=O)oc3ccccc32)CCN1CCOC (stereo not given) | x | -9.4 | -0.5
CC1(C)NC(=O)N(CCC(=O)O)C1=O | -0.3 | 2.9 | -1.0
O=C(Nc1ccc2c(c1)OCO2)C1CCN(C(=O)COc2c(Cl)cccc2Cl)CC1 | -8.7 | -6.8 | 8.5
COc1ccccc1-n1c(SCc2ccc(C(=O)O)cc2)nnc1-c1ccccc1Cl | -6.5 | -5.0 | -0.3
CC(C)CN(Cc1nccn1Cc1ccccc1)C(=O)NC(C)C | -4.5 | -8.2 | 13.1
COc1cc(S(=O)(=O)n2cccn2)ccc1I | -6.5 | -0.5 | -0.6
CN(CCC#N)S(=O)(=O)c1ccc(Br)cc1 | x | -6.7 | 7.7
CCN(CC)Cc1ccccc1CNC(=O)CCn1cnc2sc(C)c(C)c2c1=O | x | -4.5 | 4.9
CCOC(=O)c1ccc2c(c1)nc(SCC(=O)NCC1CCCO1)n2Cc1ccc(C(F)(F)F)cc1 (stereo not given) | -4.0 | -0.8 | 2.3
CC(=O)Nc1cccc(NC(=O)C(NC(=O)C23CC4CC(CC(C4)C2)C3)C(C)C)c1 (stereo not given) | -4.8 | -6.2 | 1.5
COCCNCC(=O)N(CCc1ccc(OC)c(OC)c1)Cc1ccc(C)o1 | -4.9 | -5.2 | 11.4
CC(N)=C(C#N)C(=O)CSc1n[nH]c(C(C)C)n1 | x | -2.2 | 4.3
Cc1cc(N2CCCC2)nc(Nc2ccc(NS(=O)(=O)c3ccc4nc(C)sc4c3)cc2)n1 | x | -0.2 | 6.6
O=C(CN(CC1CCCO1)S(=O)(=O)c1cccc(C(F)(F)F)c1)N1CCc2sccc2C1c1ccc(Cl)cc1Cl (stereo not given) | -6.7 | -8.2 | 19.0
CC(C)NCC(O)COc1ccc(CC(N)=O)cc1 (stereo not given) | -1.7 | -5.8&-4.3&-1.2 | -1.8&-1.7&4.8
O=C(Cn1nc(C2CC2)c2cnn(-c3ccc(F)cc3)c2c1=O)Nc1ccccc1 | x | -8.0 | 10.0
CCc1[nH]n(-c2ccc(Cl)cc2)c(=O)c1C1=C([n+]2cc(C)cc(C)c2)C(=O)N(CCOC)C1=O | -10.5 | -15.0 | -3.5
Cc1nc(NC(=O)N(CCCCO)C2CC2)sc1C | -14.6 | -4.7 | -0.8
COc1ccc(-c2ccc(-c3noc(-c4ccc(OC)c(OC)c4)n3)c(OC)n2)cc1 | x | -3.7 | 5.4
Cc1ncc2c(n1)CCN(c1cc(Cl)nc(N)n1)C2 | x | 0.0 | 6.8
N[C@@H]1CC[C@@H](NS(=O)(=O)c2ccccc2OC(F)(F)F)C1 | x | -5.6 | 5.3
O=C(NCc1nc2ccccc2[nH]1)c1c2c(nn1C1CCS(=O)(=O)C1)CCC2 (stereo not given) | -5.7 | 0.8 | -10.1
O=C(NC12CC3CC(CC(C3)C1)C2)c1cccnc1Nc1cccc(C(F)(F)F)c1 | -4.2 | -6.0 | -19.9
Cc1cccc(OCCN2C(=O)C3(OCCCO3)c3cc(C)ccc32)c1 | x | -11.7 | -10.5
NC(=O)c1cnn2c1NCC(CNCC1(c3ccccc3)CCCC1)C2 (stereo not given) | x | -9.6 | 4.5
Cc1nccn1-c1cc(NCCNC(=O)COc2ccccc2)ncn1 | -11.1 | -6.5 | -15.7
Cc1ncc(CO)c(CN2C[C@@H]3CC[C@H](C2)N(CC2CCC2)C3)c1O | -3.6 | -2.4 | x
COCCS(=O)(=O)c1ccc(C(=O)NCc2nnc(C(C)C)s2)cc1 | -12.3 | -6.8 | -0.1
COC(=O)c1ccc(COC(CN2CCN(C(=O)c3cccc(Cl)c3)CC2)c2cccc(OC)c2)cc1 (stereo not given) | -5.2 | -0.2 | x
Clc1cccc(Oc2ncnc3c2oc2ccccc23)c1 | x | 3.0 | 2.4
CC(C)c1cc(=O)oc2cc(O)ccc12 | -1.8 | -2.4 | 9.3
CN(Cc1ccccc1)c1cc(C(F)(F)F)nc(SCc2ccc(C(=O)N3CCCC3)cc2)n1 | -5.0 | -3.0 | 9.3
CN1CCCC1c1nc(C2CN(C(=O)C3CC3)C2)no1 (stereo not given) | -4.6 | -9.7 | x
COC(=O)c1ccc(N=Nc2c(-c3ccccc3)[nH]n(-c3nc(-c4ccccc4)cs3)c2=O)cc1 | 5.9 | 23.9 | 5.4
OCc1ccc(Oc2ccc(Br)cc2)c(F)c1 | x | -5.2 | 7.7
Cn1cc(CN2CCC(C(O)c3cccs3)CC2)c(-c2cccc(Cl)c2)n1 (stereo not given) | x | -4.1 | 10.4
COc1ccc(C2Oc3ccccc3N2C(C)=O)cc1 (stereo not given) | x | 12.2 | 2.3
CCOC(=O)C1CCN(C(=O)c2nn(-c3ccc(OC)cc3)c(=O)n(Cc3ccccc3)c2=O)CC1 | -3.0 | -4.1 | 10.8
CCOC(=O)Cn1c(=NC(=O)c2ccnn2C)sc2cc(C(C)C)ccc21 | -7.9 | -9.9 | x
C=CCN1CCC(C(=O)NC(c2ccc(Cl)cc2)c2cccnc2)CC1 (stereo not given) | 1.3 | 1.3 | -8.0
COc1cc(CSc2nnc(NC(=O)C3CCC3)s2)cc(OC)c1 | 83.4* | -6.1 | 35.2
Cc1cc(C(=O)CSc2nnc(C3CC3)n2C2CC2)c(C)n1Cc1cccs1 | x | -5.3 | 3.7
CCc1nsc(SC2CCN(C(C)C)C2=O)n1 (stereo not given) | x | -4.3 | 2.2
Cc1ccc(-c2onc3c2CCCC3)cc1NC(=O)COc1ccc(C(C)(C)C)cc1 | -6.2 | -3.7 | 4.0
Cc1[nH]cnc1-c1n[nH]c(=O)n1CCc1ccccc1 | x | -3.7 | 13.8
Cc1ccc(OS(=O)(=O)c2ccc(F)cc2)c(-c2nc3ncccc3o2)c1 | -6.0 | -6.2 | -3.2
CCOC(=O)C1CCCN(c2ccc(-c3nc(C)no3)cn2)C1 (stereo not given) | x | -12.3 | 2.5
O=C(NC1CCCCCC1)C1CCC(CNc2c(NC3CCCCC3)c(=O)c2=O)CC1 (stereo not given) | 1.7 | 7.6 | 9.2

19 entries already listed, sorted by SMILES length, falling.
mol | mcGAS inh | hcGAS inh | NPYLR7 agonist
COC(=O)c1ccc(N=Nc2c(-c3ccccc3)[nH]n(-c3nc(-c4ccccc4)cs3)c2=O)cc1 | 5.9 | 23.9 | 5.4
CCOC(=O)C1CCN(C(=O)c2nn(-c3ccc(OC)cc3)c(=O)n(Cc3ccccc3)c2=O)CC1 | -3.0 | -4.1 | 10.8
COC(=O)c1ccc(COC(CN2CCN(C(=O)c3cccc(Cl)c3)CC2)c2cccc(OC)c2)cc1 (stereo not given) | -5.2 | -0.2 | x
CN(Cc1ccccc1)c1cc(C(F)(F)F)nc(SCc2ccc(C(=O)N3CCCC3)cc2)n1 | -5.0 | -3.0 | 9.3
Cc1ccc(-c2onc3c2CCCC3)cc1NC(=O)COc1ccc(C(C)(C)C)cc1 | -6.2 | -3.7 | 4.0
Cc1ncc(CO)c(CN2C[C@@H]3CC[C@H](C2)N(CC2CCC2)C3)c1O | -3.6 | -2.4 | x
Cc1ccc(OS(=O)(=O)c2ccc(F)cc2)c(-c2nc3ncccc3o2)c1 | -6.0 | -6.2 | -3.2
Cn1cc(CN2CCC(C(O)c3cccs3)CC2)c(-c2cccc(Cl)c2)n1 (stereo not given) | x | -4.1 | 10.4
CCOC(=O)Cn1c(=NC(=O)c2ccnn2C)sc2cc(C(C)C)ccc21 | -7.9 | -9.9 | x
COCCS(=O)(=O)c1ccc(C(=O)NCc2nnc(C(C)C)s2)cc1 | -12.3 | -6.8 | -0.1
C=CCN1CCC(C(=O)NC(c2ccc(Cl)cc2)c2cccnc2)CC1 (stereo not given) | 1.3 | 1.3 | -8.0
CCOC(=O)C1CCCN(c2ccc(-c3nc(C)no3)cn2)C1 (stereo not given) | x | -12.3 | 2.5
Cc1nccn1-c1cc(NCCNC(=O)COc2ccccc2)ncn1 | -11.1 | -6.5 | -15.7
Cc1[nH]cnc1-c1n[nH]c(=O)n1CCc1ccccc1 | x | -3.7 | 13.8
CN1CCCC1c1nc(C2CN(C(=O)C3CC3)C2)no1 (stereo not given) | -4.6 | -9.7 | x
Clc1cccc(Oc2ncnc3c2oc2ccccc23)c1 | x | 3.0 | 2.4
COc1ccc(C2Oc3ccccc3N2C(C)=O)cc1 (stereo not given) | x | 12.2 | 2.3
OCc1ccc(Oc2ccc(Br)cc2)c(F)c1 | x | -5.2 | 7.7
CC(C)c1cc(=O)oc2cc(O)ccc12 | -1.8 | -2.4 | 9.3

Next part
Screens in order – mcGAS inh, hcGAS inh, NPYLR7 agonist
C=C(C)[C@@H]1CC=C(CN2CCC(NS(C)(=O)=O)CC2)CC1
→ -5.8, -3.5, 20.5
CCc1nc(NCCc2ccccc2)c2ccc(Cl)cc2n1
→ -5.0, -4.0, 0.2
NC(=O)C(Oc1ccc(F)c(Cl)c1)c1ccccc1 (stereo not given)
→ x, 1.8, -3.6
Cc1ccc(C(O)c2ncc(-c3cccc4ccccc34)[nH]2)cc1F (stereo not given)
→ x, -11.1, -0.5
CN(c1ncccc1C(=O)NC1C=CS(=O)(=O)C1)C1CCCCC1 (stereo not given)
→ x, 0.9, 20.1
FC(F)(F)c1nnc2n1N=C(c1cccc3ccccc13)CS2
→ 1.4, 4.6, 4.4
O=c1oc2ccccc2n1CO
→ 0.4, 2.2, 5.2
Cc1csc(SCC(=O)N2CCn3c(C(N)=O)cnc3C2)n1
→ -1.6, 2.4, 12.1
Cc1cc(OCC2CN(C(=O)Cc3nc(-c4cccc(F)c4)oc3C)CCO2)ccc1Cl (stereo not given)
→ -8.6, -5.4, 27.3
Cc1cc(=O)[nH]c(-n2nc(C3CC3)cc2NC(=O)c2ccccc2C(F)(F)F)n1
→ x, -3.6, -2.8
CCc1nc2ccc(C(=O)NCCc3c[nH]c4ccccc34)cn2c1N(C)Cc1ccncc1
→ -1.3, -2.2, 0.0
COc1ccccc1C(=O)NC1CCCN(c2cccnn2)C1 (stereo not given)
→ -6.0, -9.0, 6.5
Cc1cc(C)cc(-n2ccnc(SCC(=O)Nc3ccccc3C)c2=O)c1
→ -1.2, 1.5, -8.6
CCc1oc(C(=O)OC)cc1CN1CCCCC1C(C)O (stereo not given)
→ x, -5.2, 2.8
CCCCOC(=O)C1=C(C)N(C)C(=O)NC1c1ccccc1 (stereo not given)
→ -5.7, -1.6, -3.3
CCN(CC)S(=O)(=O)c1ccc(S(=O)(=O)N(C)C)cc1
→ x, -4.1, -5.6
COc1ccc(OC)c(S(=O)(=O)Nc2ccccc2C(F)(F)F)c1
→ -3.2, -2.6, 2.5
Cc1ccc(C)c(-n2cnnc2SCC(=O)N2CCCCC2C)c1 (stereo not given)
→ x, -6.9, 1.1
CC(=O)N1CCC(Oc2ccc(Cl)cc2C(=O)NCCOc2cccnc2)CC1
→ x, -7.6, 8.3
COc1ccc(C(=O)NC2CCCCC2)cc1Br
→ x, -7.1, 4.1
Cc1nc2ncnn2c(N2CCN(C(=O)c3cccn3C)CC2)c1Cc1ccccc1
→ -7.0, -4.1, x
CCCCCCCC(=O)NN=Cc1ccccc1
→ -5.6, -0.6, -0.3
COc1ccc(C)cc1NC(=O)NC1C2COCC1CN(CCOc1ccccc1)C2 (stereo not given)
→ x, -7.6, 16.1
CN(C)C(CO)C(O)c1ccc([N+](=O)[O-])cc1 (stereo not given)
→ -7.2, -5.5, 18.1
COc1ccc(CCN(C)c2nc(Cc3ccc(Cl)cc3)ns2)cc1OC
→ -6.3, -7.8, 22.9
Cc1nn2c(NCCCn3ccnc3)cc(C(C)C)nc2c1-c1ccccc1
→ -1.0, 0.3, 5.6
O=C1c2cccc3cccc(c23)N1S(=O)(=O)c1ccc(Cl)cc1
→ x, -8.2, 5.9
Cc1nc2ccc(I)cn2c1C=NNc1cc(C)c2ccccc2n1
→ x, -2.9, 19.9
O=C(Nc1c(F)c(F)c(F)c(F)c1F)c1cc(F)cc(F)c1
→ x, -10.2, 3.3
Cc1cccc(NC(=O)CSc2nc(CC(=O)NCc3cccs3)cc(=O)[nH]2)c1C
→ -9.0, -2.6, -18.0
CCO/N=C(/c1nonc1N)N1CCOCC1
→ x, -5.4, -9.4
COc1ccc(C(=O)NC2CC2)cc1OC1CCN(Cc2cnn(C)c2C)CC1
→ x, -8.5, 9.1
Cc1cc(NC(=O)C(=O)Nc2nc3cc(F)c(F)cc3s2)no1
→ x, -3.0, 9.9
COc1cn2c(cc1=O)C(=O)N(CCNC(=O)C1c3ccccc3Oc3ccccc31)CC2
→ x, -0.6, 15.4
CCN(CC)CCOC(=O)C1(c2ccc([N+](=O)[O-])cc2)CCCC1
→ x, -4.5, 1.5
COc1ccccc1NC(=O)C1=C(C)NC(=O)NC1c1ccc(Br)cc1 (stereo not given)
→ -6.2, -1.7, -0.7

Screening data from PubChem.
